Source: PubChem BioAssay
MrgX1 allo act = human MrgX1 positive allosteric modulation, primary screen; B-score at 10 µM; Q96LB2; MrgX1-HEK293, Fluo-4 calcium flux, FDSS; active compounds read high; 310,000 tested, 0.63% active; AID 588675;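 active = plate-corrected calcium response at least 3 library SD above typical, normal starting fluorescence, not activating the receptor alone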;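 note: compound read alongside a low EC10 to EC30 dose of BAM8-22 agonist; peak minus trough fluorescence over baseline measured at the second addition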
MrgX1 antag = blocks BAM8-22 activation of human MrgX1 receptor; Q96LB2; MRGX1-HEK293 calcium flux, Fluo-4, BAM8-22 antagonism; active compounds read low; B-score at 10 µM; 310,000 tested, 1.3% active; AID 588676;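 active = calcium-response B-score plate-corrected more than 3 library SD below zero, starting fluorescence within 5 deviations, no agonist response on first addition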;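 note: peak minus trough fluorescence over baseline after final BAM8-22 challenge near maximal dose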
TRPC6 activator = activators of mouse TRPC6 channel. B-score at 10 µM. Q61143. HEK293-TRPC6 membrane potential dye fluorescence; active compounds read high. 310,000 tested, 0.13% active. AID 2550;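 active = B-score of the integrated fluorescence ratio above library mean plus 3 SD, and starting fluorescence ratio within library mean plus 5 SD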;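 note: higher score means more depolarization so channel activation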
Target sequence (Q61143 whole entry, looked up): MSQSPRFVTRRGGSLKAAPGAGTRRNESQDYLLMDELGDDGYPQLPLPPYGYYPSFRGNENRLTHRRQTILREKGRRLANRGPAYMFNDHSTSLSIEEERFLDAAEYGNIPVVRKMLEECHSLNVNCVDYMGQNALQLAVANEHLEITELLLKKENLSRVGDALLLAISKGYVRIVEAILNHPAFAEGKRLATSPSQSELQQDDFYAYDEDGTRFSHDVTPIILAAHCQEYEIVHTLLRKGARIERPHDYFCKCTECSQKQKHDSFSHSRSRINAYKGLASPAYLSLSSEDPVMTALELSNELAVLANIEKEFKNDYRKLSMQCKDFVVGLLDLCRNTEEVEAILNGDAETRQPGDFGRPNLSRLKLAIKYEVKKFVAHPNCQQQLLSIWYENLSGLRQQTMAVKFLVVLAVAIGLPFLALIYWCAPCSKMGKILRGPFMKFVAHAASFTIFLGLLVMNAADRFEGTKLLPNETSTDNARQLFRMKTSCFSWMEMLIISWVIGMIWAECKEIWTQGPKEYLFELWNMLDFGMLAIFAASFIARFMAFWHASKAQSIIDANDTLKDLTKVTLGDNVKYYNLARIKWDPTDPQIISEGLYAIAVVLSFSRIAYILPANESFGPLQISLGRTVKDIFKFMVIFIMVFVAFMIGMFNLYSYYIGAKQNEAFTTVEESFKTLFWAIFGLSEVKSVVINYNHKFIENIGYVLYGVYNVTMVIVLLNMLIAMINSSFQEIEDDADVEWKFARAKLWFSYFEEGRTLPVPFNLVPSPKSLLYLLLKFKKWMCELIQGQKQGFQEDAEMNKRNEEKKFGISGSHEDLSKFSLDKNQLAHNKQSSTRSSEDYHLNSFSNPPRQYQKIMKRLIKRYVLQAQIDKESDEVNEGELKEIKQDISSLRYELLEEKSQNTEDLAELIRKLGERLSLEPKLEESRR
MrgX1 ag = human MrgX1 receptor agonism, primary screen | B-score at 10 µM | Q96LB2 | MrgX1-HEK293 cells, Fluo-4 calcium fluorescence, agonist mode; active compounds read high | 310,000 tested, 0.44% active;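 active = calcium response B-score plate-corrected fluorescence ratio at least 3 library SD, with starting fluorescence B-score inside 5 SD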
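Test system: HEK293 cells stably expressing human MrgX1 receptor; Input: fifteen thousand cells per well; Dosing: compound delivered in addition one of three; Schedule: overnight seeding, then 1 h dark dye loading; Technique: Fluo-4 NW calcium fluorescence; Measure: B-scored fluorescence response ratio; Controls: positive and negative controls per plate.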
HDAC3 inh = inhibitors of human histone deacetylase 3. inhibition, % at 8.3 µM. 320,000 tested, 0.15% active. AID 2718. recombinant HDAC3, fluorogenic peptide/trypsin coupled, fluorescence; in the data active = inhibition above about 26%, passing the limit was not always enough
SKKanGAS inh = blocks kanamycin growth of S. pyogenes SKKanGAS strain; BacTiter-Glo, 6 h; inhibition, % at 7.5 µM; 300,000 tested, 1.3% active; AID 1662;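 active = mean replicate score, as percent of positive control median, at least 50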;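 note: strain carries kanamycin resistance gene driven by streptokinase promoter and grows in 40 µg/ml kanamycin; loss of luminescence reflects streptokinase promoter inhibition or plain growth inhibition; 0% = median of DMSO wells and 100% = positive control at its reference dose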
TMEM16A inh = inhibitors of mouse TMEM16A calcium-activated chloride channel; HEK293 TMEM16A/YFP iodide influx fluorescence, ionomycin; normalized B-score (activity score, 25-100; higher = stronger inhibition) at 10 µM; 310,000 tested, 1.2% active; Q8BHY3;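 active = ratio plate-corrected score three or more library SD toward inhibition, starting fluorescence score within five deviations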;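 note: score derived from kinetic fluorescence span divided by baseline fluorescence per well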
RGS4 act = RGS4 potentiation or activation | HEK293 M3R/inducible RGS4, carbachol calcium flux Fluo4; active compounds read low | 310,000 tested, 0.92% active | B-score at 10 µM;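 active = B-score of the integrated calcium signal more than 4 SD below the library mean, with starting fluorescence not abnormally high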;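 note: negative B-score means reduced calcium response which marks RGS4 activation or potentiation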
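System – HEK293 FlpIn-TREx cells, stable M3R, doxycycline-inducible RGS4 · Reagent – ECmax carbachol challenge · Times – compound preincubation 20 min at room temperature before agonist · Technique – Fluo4 fluorescence kinetic imaging of calcium · Measure – B score of integrated Fluo4 ratio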
RGS4 inh = human RGS4 inhibition; P49798; HEK293 M3R/RGS4 inducible, Fluo-4 calcium flux; active compounds read high; triggered by carbachol at its EC20; B-score at 10 µM; 310,000 tested, 0.45% active; AID 463165;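 active = B-score, a plate-corrected calcium signal, over three deviations above library mean, with baseline fluorescence within five deviations of library mean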;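 note: RGS4 expression induced by doxycycline in cells with stable M3 receptor; B-score is computed from the integrated fluorescence ratio over baseline after carbachol; higher B-score means a larger calcium signal and so more RGS4 inhibition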
Target sequence (P49798 whole entry, looked up): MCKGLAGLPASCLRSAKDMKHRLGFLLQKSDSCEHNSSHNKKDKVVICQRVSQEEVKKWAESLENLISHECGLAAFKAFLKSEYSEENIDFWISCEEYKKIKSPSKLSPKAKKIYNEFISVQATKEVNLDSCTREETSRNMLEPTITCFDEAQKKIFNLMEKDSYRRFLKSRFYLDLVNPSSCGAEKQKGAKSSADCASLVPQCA
TRPC6 inhibitor = inhibitors of mouse TRPC6 channel; Q61143; HEK293-TRPC6, membrane potential dye, ACh-evoked depolarization; active compounds read low; B-score at 10 µM; 310,000 tested, 1.1% active;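 active = B-score under library mean minus 3 SD, initial fluorescence not abnormally high, positive integrated signal ratio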;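 note: B-score derived from integrated fluorescence ratio over the kinetic read; more negative B-score means stronger inhibition of depolarization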
TMEM16A act = activators or potentiators of mouse TMEM16A chloride channel | 340,000 tested, 0.3% active | HEK293 TMEM16A/YFP-H148Q/I152L, iodide quench fluorescence; active compounds read low | B-score at 10 µM | AID 623877;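 active = fluorescence-ratio B-score plate-corrected deviation score at least 3 library SD below zero, with starting fluorescence score within 5 deviations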;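 note: channel opened by trigger with iodide after compound preincubation; score built on the fluorescence ratio of max minus min over baseline; more negative score means more quench and so TMEM16A activation or potentiation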
* = called active by the depositor; i = inactive; / = no result given.

Sequence of screens: MrgX1 allo act, MrgX1 antag, TRPC6 activator, MrgX1 ag, HDAC3 inh, SKKanGAS inh, TMEM16A inh, RGS4 act, RGS4 inh, TRPC6 inhibitor, TMEM16A act
CN(CC(=O)NCc1ccc(F)cc1)S(=O)(=O)c1ccc(Br)s1
  i, i, i, i, -7, -5, i, i, i, i, i
CC(=O)N1c2ccc(S(=O)(=O)N3CCC(C(=O)Nc4cccc(C)n4)CC3)cc2CC1C (stereo not drawn)
  i, i, i, i, -3, -7, i, i, i, i, i
Cn1c(=O)c2c(nc(NCCNC(=O)c3ccco3)n2Cc2ccccc2Cl)n(C)c1=O
  i, i, i, i, 2, 0, i, i, i, i, i
Cc1onc(-c2ccccc2Cl)c1C(=O)NCc1cccnc1
  i, i, i, i, 0, -2, i, i, i, i, i
CC(=O)c1oc2ccccc2c1NC(=O)COC(=O)c1ccc(-n2nc(C)cc2C)cc1
  i, i, i, i, -2, -3, i, i, i, i, i
CC1CCN(CCCCOc2ccccc2F)CC1
  i, i, i, i, 3, 1, i, i, i, i, i
C=CCN1C(=O)/C(=C\c2ccc(Cl)cc2)N=C1SCC(=O)NCCC
  i, i, i, i, 0, -1, i, i, i, i, -27*
NS(=O)(=O)c1ccc(CNC(=O)c2ccc(Cl)c([N+](=O)[O-])c2)cc1
  i, i, i, i, /, -3, i, i, i, i, i
C=CCN=C1SC(CC)C(=O)N1S(=O)(=O)c1ccc(C)cc1 (stereo not drawn)
  i, i, i, i, -3, 3, i, i, i, i, i
COc1cc(/C=C/C(=O)OC(C)C(=O)Nc2c(C)n(C)n(-c3ccccc3)c2=O)ccc1O (stereo not drawn)
  i, i, i, i, -2, -15, i, i, i, i, i

Some of the entries so far, bar-delimited:
SMILES | MrgX1 allo act | MrgX1 antag | TRPC6 activator | MrgX1 ag | HDAC3 inh | SKKanGAS inh | TMEM16A inh | RGS4 act | RGS4 inh | TRPC6 inhibitor | TMEM16A act
CC(=O)c1oc2ccccc2c1NC(=O)COC(=O)c1ccc(-n2nc(C)cc2C)cc1 | i | i | i | i | -2 | -3 | i | i | i | i | i
CC1CCN(CCCCOc2ccccc2F)CC1 | i | i | i | i | 3 | 1 | i | i | i | i | i
C=CCN1C(=O)/C(=C\c2ccc(Cl)cc2)N=C1SCC(=O)NCCC | i | i | i | i | 0 | -1 | i | i | i | i | -27*
NS(=O)(=O)c1ccc(CNC(=O)c2ccc(Cl)c([N+](=O)[O-])c2)cc1 | i | i | i | i | / | -3 | i | i | i | i | i

Returning to the listing, starting 3 compounds before the break.
Sequence of screens: MrgX1 allo act, MrgX1 antag, TRPC6 activator, MrgX1 ag, HDAC3 inh, SKKanGAS inh, TMEM16A inh, RGS4 act, RGS4 inh, TRPC6 inhibitor, TMEM16A act
NS(=O)(=O)c1ccc(CNC(=O)c2ccc(Cl)c([N+](=O)[O-])c2)cc1
  i, i, i, i, /, -3, i, i, i, i, i
C=CCN=C1SC(CC)C(=O)N1S(=O)(=O)c1ccc(C)cc1 (stereo not drawn)
  i, i, i, i, -3, 3, i, i, i, i, i
COc1cc(/C=C/C(=O)OC(C)C(=O)Nc2c(C)n(C)n(-c3ccccc3)c2=O)ccc1O (stereo not drawn)
  i, i, i, i, -2, -15, i, i, i, i, i
Cc1ccc(-c2nnn(CC(=O)N(Cc3cccs3)C(C(=O)NC3CCCC3)c3ccco3)n2)o1 (stereo not drawn)
  i, i, i, i, 4, 2, i, i, i, i, i
CCn1c(=O)c([N+](=O)[O-])c(N2CCSCC2)c2ccccc21
  i, i, i, i, 8, 10, 25*, i, i, i, i
COc1ccc(/C=C2\SC(=S)N(CCC(=O)Nc3cccc(C(=O)O)c3)C2=O)cc1OC
  i, i, i, i, 6, 8, i, i, i, i, i
CN(Cc1ccccc1F)C(=O)CNC(=O)Cc1cccc2ccccc12
  i, i, i, i, 0, 1, i, i, i, i, i
CC1Cc2ccccc2N1Cc1nc2cc(C(F)(F)F)ccc2c(=O)[nH]1 (stereo not drawn)
  i, i, i, i, 0, 5, i, i, i, i, i
Cc1cc(-c2ccccc2)[nH]c(=O)c1S(=O)(=O)c1ccc(Cl)cc1
  i, -9*, i, i, 6, -3, i, i, i, i, i
Cc1ccc(-c2nn(-c3ccccc3)cc2/C=C(\C#N)c2cccc(C#N)c2)o1
  i, i, i, i, 7, 1, i, i, i, i, i
CCSc1nnc(Cc2cc(=O)[nH]c(=O)[nH]2)n1-c1ccc(Cl)cc1
  i, i, i, i, -2, -3, i, i, i, i, i
COC(=O)c1sccc1NC(=O)Nc1cccc(C)c1C
  i, i, i, i, 7, /, i, i, i, i, i
Cc1ccccc1OCC(=O)NC(=S)Nc1ccc(N2CCCC2)cc1
  i, i, i, i, -12, -3, i, i, i, i, i

Structures above that bear a hit mark in MrgX1 antag.
| canonical_smiles | MrgX1 antag | TRPC6 activator | HDAC3 inh | RGS4 inh | TMEM16A act |
| --- | --- | --- | --- | --- | --- |
| Cc1cc(-c2ccccc2)[nH]c(=O)c1S(=O)(=O)c1ccc(Cl)cc1 | -9* | i | 6 | i | i |

The results go on.
Sequence of screens: MrgX1 allo act, MrgX1 antag, TRPC6 activator, MrgX1 ag, HDAC3 inh, SKKanGAS inh, TMEM16A inh, RGS4 act, RGS4 inh, TRPC6 inhibitor, TMEM16A act
COc1ccc(CCNc2ncnc3sccc23)cc1OC
  i, i, i, i, 0, 1, 100*, i, i, i, -7.8*
O=C(NCCS(=O)(=O)N1CCN(c2cccc(Cl)c2)CC1)C1CC1
  i, i, i, i, -9, -7, i, i, i, i, i
Cc1ccc(C)c(C(C)NC(=O)c2ccc(Br)o2)c1 (stereo not drawn)
  i, i, i, i, -5, -1, i, i, i, i, i
O=C(O)C1=C[C@@H](c2ccccc2)C[C@@H](OCc2ccc(CO)cc2)O1
  i, i, i, i, -3, 7, i, i, i, i, -13*
CCc1cccc(CC)c1N(COC)C(=O)Cn1c(C(C)O)nc2ccccc21 (stereo not drawn)
  i, i, i, i, 2, -3, i, i, i, i, i
CCCN(C(=O)c1cccc(S(=O)(=O)N2CCN(Cc3ccccc3)CC2)c1)C1CCS(=O)(=O)C1 (stereo not drawn)
  i, i, i, i, 0, -1, i, i, i, i, i
COc1ccc(-c2[nH]ncc2CNC(C)CCn2cccn2)cc1F (stereo not drawn)
  i, i, i, i, 3, 1, i, i, i, i, i
O=C(NCCC1=CCCCC1)c1ccc(CN2CCOCC2)cc1
  i, i, i, i, 4, 3, i, i, i, i, /
CN1C(N)=NC(=O)/C1=C/c1ccc(F)cc1
  i, i, i, i, 11, 3, i, i, i, i, i
COc1ccc(NC(=O)CN(c2cc(C)cc(C)c2)S(=O)(=O)c2c(C)n[nH]c2C)cc1
  i, i, /, i, /, /, i, /, /, /, i

(list continues)
Sequence of screens: MrgX1 allo act, MrgX1 antag, TRPC6 activator, MrgX1 ag, HDAC3 inh, SKKanGAS inh, TMEM16A inh, RGS4 act, RGS4 inh, TRPC6 inhibitor, TMEM16A act
O=C(Nc1ccc(S(=O)(=O)Nc2nccs2)cc1)c1nn(-c2ccccc2)ccc1=O
  i, i, i, i, -8, 2, i, i, i, i, i
Cc1cccc2cc(COC(=O)C3CCCO3)c(=O)[nH]c12 (stereo not drawn)
  i, i, i, i, -1, 4, i, i, i, i, i
COc1ccc(CNC(=O)c2ccc3ccccc3n2)cc1
  i, i, i, i, -2, 0, i, i, i, i, i
CC(=O)Nc1cc(-c2ccc(F)cc2)[nH]n1
  i, i, i, i, -7, 4, i, i, i, i, i
COc1ccc(-c2csc(N3CCC(c4ccccc4)C3)n2)cc1 (stereo not drawn)
  i, i, i, i, 7, 1, i, i, i, i, i
O=C(C1CCCN(S(=O)(=O)c2cccnc2)C1)N1CCn2c1nc1ccccc12 (stereo not drawn)
  i, i, i, i, 4, -4, i, i, i, i, i
Cc1ccc(N(CC(=O)NC2CCCC2)C(=O)CNC(=O)c2cccs2)c(C)c1
  i, i, i, i, 1, 5, i, i, i, i, i
O=S(=O)(c1cccc2cccc(Cl)c12)N1CCCC1
  i, i, i, i, 1, 1, i, i, i, i, i
CCCN1C(=O)C(NC(C)=O)c2cc(OC)ccc21 (stereo not drawn)
  i, i, i, i, -1, 9, i, i, i, i, i
Cc1cc(NC(=O)CSc2nnc(C(C)N(C)C)n2Cc2ccccc2)no1 (stereo not drawn)
  i, i, i, i, -1, -3, i, i, i, i, i

Additional compounds follow:
Sequence of screens: MrgX1 allo act, MrgX1 antag, TRPC6 activator, MrgX1 ag, HDAC3 inh, SKKanGAS inh, TMEM16A inh, RGS4 act, RGS4 inh, TRPC6 inhibitor, TMEM16A act
Nc1ccc(C23CC4CC(CC(CO)(C4)C2)C3)cc1
  i, i, i, i, -1, 4, i, i, i, i, i
O=C(Nc1ccc(NC(=O)C23CC4CC(CC(C4)C2)C3)cn1)c1ccco1
  i, i, i, i, -1, -1, i, i, i, i, i
COc1cc(NC(=O)CCN2CCN(c3ccccc3F)CC2)cc(OC)c1
  i, -4.8*, i, i, -6, -4, i, i, i, i, i
Fc1ccc(-c2nnc(SCc3ncc(-c4ccccc4)o3)n2CC2CCCO2)cc1 (stereo not drawn)
  i, i, i, i, 0, -1, i, i, i, i, i
Cc1ccc(CNC(=O)CC(C)S(=O)(=O)c2cc3c(cc2C)NC(=O)CO3)cc1 (stereo not drawn)
  i, i, i, i, /, -6, i, i, i, i, i
CCOc1ccc(S(=O)(=O)NCCc2cn3ccccc3n2)cc1
  i, i, i, i, -4, 0, i, i, i, i, i
COc1ccc(N2CCN(C(=O)CCS(=O)(=O)c3ccc(OC)cc3)CC2)cc1
  i, i, i, i, 2, -3, i, i, i, i, i
O=C(O)c1cc(-c2cccs2)nn1-c1ccccc1
  i, i, i, i, 3, 5, i, i, i, i, i
CCN1C(=O)[C@H]2[C@@H](c3ccc(C)cc3)N3C(=O)N(c4cccc(F)c4)C(=O)[C@@]3(Cc3ccc(Cl)cc3)[C@H]2C1=O
  i, i, i, i, -3, 11, i, i, i, i, i
CC1(C)NC(=O)N(CC(=O)N2CCN(c3cccc(C(F)(F)F)c3)CC2)C1=O
  i, -6.5*, i, i, 1, 0, i, i, i, i, i
COCC(=O)NCCSc1c(C)[nH]c2ccccc12
  i, i, i, i, 4, -7, 100*, i, i, i, i
Cc1ccc(N(CC(=O)N/N=C/c2cc(C)n(-c3ccccc3C)c2C)S(C)(=O)=O)cc1
  i, i, i, i, 14, 2, i, i, i, i, i
